Compound activity: PubChem BioAssay, Broad Institute
esBAF inh – inhibitors of esBAF chromatin remodeling in mouse ES cells; Bmi1-luciferase knock-in reporter, 24 h; 100% = twice the neutral-well signal; AID 602393; reporter increase, % at 12.5 µM; actives 2% (n = 350,000); in the data active means activation above about 40%; inconclusive means no clear call, values can overlap the other calls;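 further: 0% = median of the plate's neutral control wells and 100% = double that signal; a rise in the Bmi1 reporter signal indicates esBAF inhibition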
Xi reactivation – activators of X-chromosome reactivation in mouse fibroblasts; actives 0.055% (n = 360,000); activation, % at 7.58 µM; XiGFP mouse fibroblasts, % GFP-positive cells imaging, 3 d; cells co-treated with 5-aza-dC sensitizer; scaled so ellipticine positive control = 100%;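 active means mean normalized replicate activation at least 10% and every replicate at or above 10%; inconclusive means only one of the two criteria met; inactive means mean below 10% and not all replicates reach 10%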;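 further: 0% = median of on-plate neutral control wells and 100% = ellipticine 6 µM median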
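System: 68-5-11 XiGFP fibroblast line | Buffer or medium: DMEM containing 5-aza-dC | Compound: Single point | Times: Compounds 3 days, fix/stain 15 min at room temperature | Benchmarks: Positive control ellipticine, 6 µM final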
RAD54 branch – inhibitors of human RAD54 branch migration | inhibition, % at 10.4 µM | RAD54 Holliday junction branch migration, FAM/BHQ fluorescence | actives 0.14% (n = 360,000) | AID 602329 | Q92698;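 active means mean normalized replicate activity at least 40 and at least half of replicates scoring 40 or more; inconclusive means only one of the two criteria met; inactive means mean below 40 and under half of replicates reaching 40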;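 further: 0% = median of neutral control wells and 100% = median of positive control wells; inhibitors cause a drop in the FAM fluorescence signal; in these data hits start at about 50%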
RAD52 anneal inh – blocks human RAD52 DNA annealing | actives 0.46% (n = 360,000) | AID 651710 | recombinant RAD52 DNA annealing, FRET fluorescence | inhibition, % at 18.7 µM | P43351;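 active means every replicate showing at least 50% inhibition; inconclusive means mean inhibition at least 50% but not in every replicate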
Target sequence (P43351 whole entry, looked up): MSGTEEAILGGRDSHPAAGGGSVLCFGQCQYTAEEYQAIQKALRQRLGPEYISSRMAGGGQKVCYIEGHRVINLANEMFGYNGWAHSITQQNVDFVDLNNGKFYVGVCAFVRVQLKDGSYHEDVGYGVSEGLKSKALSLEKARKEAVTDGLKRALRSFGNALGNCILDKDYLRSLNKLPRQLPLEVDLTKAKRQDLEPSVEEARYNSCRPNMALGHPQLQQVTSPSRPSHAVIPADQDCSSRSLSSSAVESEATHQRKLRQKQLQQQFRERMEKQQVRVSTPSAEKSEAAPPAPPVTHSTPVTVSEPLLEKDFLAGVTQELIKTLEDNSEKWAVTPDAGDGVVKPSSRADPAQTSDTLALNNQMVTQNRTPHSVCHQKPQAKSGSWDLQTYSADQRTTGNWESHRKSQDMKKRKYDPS
GSIS activator – GLuc luminescence reporter in INS-1E cells, primary screen for activators of glucose-dependent secretion of insulin. INS-1E GLuc reporter insulin secretion, 2-3 h. activation, % at 16.6 µM. actives 0.61% (n = 370,000);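 active means lowest replicate activation of at least 40%, so every replicate reaches that level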;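 further: 0% = median of neutral control wells and 100% = median of IBMX positive control wells; some compounds called inactive have numbers as strong as hits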
ERAP1 HTS inh – ERAP1 (human) enzyme inhibition; inhibition, % at 10.7 µM; AID 652197; recombinant ERAP1, Leu-AMC fluorescence, 60 min; actives 0.15% (n = 340,000); Q9NZ08;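 active means mean replicate inhibition of at least 30%, or all replicates individually reaching that 30% level; inactive means mean below 30% and not every replicate reaching it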;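 further: 0% = neutral control wells and 100% = L-leucinethiol positive control wells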
F508del corr – CFTR F508del correction in bronchial cells. AID 720511. actives 0.36% (n = 350,000). activity (quench increase), % at 7.58 µM. CFBE cells, YFP halide quenching; stimulated with forskolin plus potentiator P3; % fluorescence drop versus neutral controls;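 active means mean added fluorescence quench of at least 8% versus neutral control, with both replicates also reaching 8%; inconclusive means only one of the mean or replicate conditions met; inactive means mean below 8% and not both replicates reaching 8%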;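 further: cells transiently co-express mutant CFTR-F508del with the halide-sensitive YFP; corrector assay measuring rescue of mutant channel to the surface after 24 h compound exposure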
ARNT TACC3 PPI – ARNT/TACC3 interaction disruption; inhibition, % at 9.99 µM; actives 0.66% (n = 390,000); AlphaScreen His-ARNT PAS-B/GST-TACC3 binding, luminescence; TACC3 fragment carries E629A point mutation;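 active means mean inhibition of replicates at least 50% and at least half of replicates each reaching 50%; inconclusive means half or more replicates reach 50% but mean below 50%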;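 further: 0% = complete ARNT plus TACC3 wells and 100% = ARNT alone without TACC3; many hits fall short of the cut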
Starred values were filed as active, the others as inactive; ? = inconclusive; . = no result given.

molecule	esBAF inh	Xi reactivation	RAD54 branch	RAD52 anneal inh	GSIS activator	ERAP1 HTS inh	F508del corr	ARNT TACC3 PPI
C/C(=N\NC(=S)Nc1ccccc1)c1c(O)n(C)c(=O)n(C)c1=O	24.8	0.4	.	-26.2	-0.6	3.7	-1.7	12.0
O=c1cccc2n1CC1CC2CN(C(c2ccccc2)c2sc3ncnn3c2O)C1 (centres undefined)	-6.0	-0.1	-3.3	-9.5	10.2	4.2	2.1	0.5
CN1C(=O)N(C)C(=O)C2(Cc3cc([N+](=O)[O-])ccc3N(C)C2)C1=O	-0.9	0.1	-9.2	2.0	3.9	1.4	-1.3	2.4
Clc1cccc(Cl)c1Cl	-0.9	.	-4.0	-9.1	15.3	-0.1	-1.7	.
CCOc1cc2c(cc1OCC)-n1cccc1C(c1c(O)cccc1OC)NC2 (centres undefined)	-2.1	0.1	6.6	-2.7	-24.0	-4.3	-1.4	20.5
CCOP(=O)(OCC)c1cccc(O)c1	.	0.0	3.7	-2.3	-0.4	-2.2	1.3	-7.4
CC=Cc1ccc2n(c1=O)C[C@@H]1[C@@H](CO)[C@H](C(=O)OC)[C@H]2N1CC1CC1 (mixture of isomers)	-5.5	0.2	-3.8	2.5	4.7	1.4	0.2	-2.8
C[C@]12CC[C@@H](O)CC1=CC(=O)C1C2CC[C@]2(C)C(=O)[C@H](O)CC12 (some centres undefined)	3.9	0.1	-10.8	-14.5	.	0.1	1.6	.
CCS(=O)(=O)NCc1nnc2n1-c1ccc(Cl)cc1C(c1ccccc1)=NC2	0.5	0.4	-9.9	.	14.8	.	.	-2.1
O=c1[nH]c2ccccc2n1C1CCN(C(c2cccs2)c2nnnn2-c2ccc3c(c2)OCCO3)CC1 (centres undefined)	1.7	-0.1	1.3	0.6	-17.7	-2.5	4.5	.
O=C1N(c2nncs2)CCN1[N+](=O)[O-]	-1.7	0.0	5.3	-16.4	-6.9	0.9	-3.0	-9.7
CCn1cc(/C=c2/sc3n(c2=O)C2c4ccccc4OC(C)(N=3)C2C(=O)OC)c(C)n1 (centres undefined)	.	0.6	.	1.3	7.6	-2.1	1.1	-18.6
Cc1cc(C)c(-n2c(O)c(/C=N/N3CCCCC3c3cccnc3)c(=O)[nH]c2=O)c(C)c1 (centres undefined)	-18.0	0.0	-26.0	-14.2	4.2	1.3	0.9	.
CN(C)P(=O)(CCl)Nc1ccccc1 (centres undefined)	-11.0	0.2	-10.3	.	14.3	.	.	-0.3
O=C(Nc1cccc2ccccc12)N1Cc2ccccc2-n2nncc2C1	-5.3	0.2	-6.9	-6.1	2.5	-0.6	-0.7	.

Single records (already shown):
O=c1[nH]c2ccccc2n1C1CCN(C(c2cccs2)c2nnnn2-c2ccc3c(c2)OCCO3)CC1 (centres undefined) as listed: esBAF inh = 1.7; Xi reactivation = -0.1; RAD54 branch = 1.3; RAD52 anneal inh = 0.6; GSIS activator = -17.7; ERAP1 HTS inh = -2.5; F508del corr = 4.5; ARNT TACC3 PPI = .
CCOP(=O)(OCC)c1cccc(O)c1 as listed: esBAF inh = .; Xi reactivation = 0.0; RAD54 branch = 3.7; RAD52 anneal inh = -2.3; GSIS activator = -0.4; ERAP1 HTS inh = -2.2; F508del corr = 1.3; ARNT TACC3 PPI = -7.4

Next compounds follow:
molecule	esBAF inh	Xi reactivation	RAD54 branch	RAD52 anneal inh	GSIS activator	ERAP1 HTS inh	F508del corr	ARNT TACC3 PPI
Cc1ccccc1O	3.0	.	-11.2	-4.9	-7.5	.	-0.9	1.1
O=S1(=O)N(Cc2ccc(F)cc2)CCCN1Cc1ccccc1Cl	0.8	-0.1	7.1	-8.6	-22.9	-2.6	1.4	-8.5
CCCC[n+]1cc(=N)o[n-]1	.	0.0	.	-10.3	20.6	0.8	-0.1	-1.9
O=C(NCC1=C(c2ccc3ccccc3c2)C[C@@H]2CC[C@H]1N2Cc1ccco1)c1ccncc1	-0.6	-0.1	5.9	-6.4	-8.6	1.1	-1.9	.
COc1ccc(CCNC(=O)COC(=O)Cc2ccccc2)cc1	.	-0.2	8.4	.	13.1	.	.	-3.6
COc1ccc(CCn2c(O)c(C=Nc3ccc(F)cc3)c(=O)[nH]c2=O)cc1OC	.	0.0	-7.3	-21.3	8.2	-2.0	-1.0	.
OC[C@@H]1[C@H]2c3ccccc3NC[C@H]2N1Cc1cccnc1	0.0	0.1	-9.4	0.3	2.0	-2.4	-2.1	5.3
CCOc1ccc(-c2cc(C)[n+](CCN3CCOCC3)c(-c3ccc(OCC)cc3)c2)cc1	-8.5	-0.1	.	11.0	-1.6	4.6	0.3	0.5
CN(C)c1ccc(CCN2CCOCC2)cc1	?	-0.2	11.9	-0.5	.	-2.8	1.6	6.5
O=C(NC1CCCCC1)N1Cc2cc(-c3cccc(F)c3)ccc2-n2nncc2C1	3.6	.	-3.5	-13.5	3.3	1.4	-0.2	.
CS(=O)(=O)c1ccc(C2=C(CNC(=O)c3cccs3)[C@H]3CC[C@@H](C2)N3Cc2ccccc2)cc1	-4.9	0.0	4.5	-7.0	16.7	8.9	-3.0	.
Cc1ccccc1-n1c(C)cc(/C=C2/C(=O)NC(=O)N(Cc3ccco3)C2=O)c1C	-1.0	0.1	-5.3	-160.9	-7.7	0.5	-1.9	.
CCn1c(P(C)(=O)O)nc2cc(NC(=O)c3ccccc3F)ccc21	.	0.0	.	-9.2	1.3	-1.1	0.6	0.4
Cc1nc2ccc(Cl)cn2c1P(=S)(N1CCOCC1)N1CCOCC1	-0.7	.	-4.5	.	9.3	.	.	-2.9
COc1ccc(-c2ccc([C@H]3[C@H](CO)N4CCCCN(C(=O)Cc5ccncc5)C[C@@H]34)cc2)cc1	1.9	0.0	-9.2	12.8	9.7	-0.8	-1.6	-8.7
C/C=C/CC#N	-6.0	.	8.6	-8.4	-8.0	-4.2	5.1	.
CS(=O)(=O)c1ccc(C2=C(CNC(=O)c3ccncc3)[C@H]3CC[C@@H](C2)N3Cc2ccco2)cc1	-1.2	0.2	-4.1	-0.4	8.0	-3.1	-1.1	.

For reference, part of the list above:
molecule	esBAF inh	Xi reactivation	RAD54 branch	RAD52 anneal inh	GSIS activator	ERAP1 HTS inh	F508del corr	ARNT TACC3 PPI
O=C(NCC1=C(c2ccc3ccccc3c2)C[C@@H]2CC[C@H]1N2Cc1ccco1)c1ccncc1	-0.6	-0.1	5.9	-6.4	-8.6	1.1	-1.9	.
COc1ccc(CCNC(=O)COC(=O)Cc2ccccc2)cc1	.	-0.2	8.4	.	13.1	.	.	-3.6
COc1ccc(CCn2c(O)c(C=Nc3ccc(F)cc3)c(=O)[nH]c2=O)cc1OC	.	0.0	-7.3	-21.3	8.2	-2.0	-1.0	.
OC[C@@H]1[C@H]2c3ccccc3NC[C@H]2N1Cc1cccnc1	0.0	0.1	-9.4	0.3	2.0	-2.4	-2.1	5.3
CCOc1ccc(-c2cc(C)[n+](CCN3CCOCC3)c(-c3ccc(OCC)cc3)c2)cc1	-8.5	-0.1	.	11.0	-1.6	4.6	0.3	0.5
CN(C)c1ccc(CCN2CCOCC2)cc1	?	-0.2	11.9	-0.5	.	-2.8	1.6	6.5
O=C(NC1CCCCC1)N1Cc2cc(-c3cccc(F)c3)ccc2-n2nncc2C1	3.6	.	-3.5	-13.5	3.3	1.4	-0.2	.
CS(=O)(=O)c1ccc(C2=C(CNC(=O)c3cccs3)[C@H]3CC[C@@H](C2)N3Cc2ccccc2)cc1	-4.9	0.0	4.5	-7.0	16.7	8.9	-3.0	.
Cc1ccccc1-n1c(C)cc(/C=C2/C(=O)NC(=O)N(Cc3ccco3)C2=O)c1C	-1.0	0.1	-5.3	-160.9	-7.7	0.5	-1.9	.
CCn1c(P(C)(=O)O)nc2cc(NC(=O)c3ccccc3F)ccc21	.	0.0	.	-9.2	1.3	-1.1	0.6	0.4

Only part of the results is shown; count on the stated rates, not on these rows.
